From PubChem
Epigenetic reg – Quantitative High-Throughput Screen for Regulators of Epigenetic Control; murine LDR cells, GFP reporter derepression, 30 h; Potency, µM (doses to about 53.9 µM), for inactives: at the highest dose GFP activation, actives largely listed as activators; actives 0.2% (n = 280,000); AID 1865, 2009; active means well fitted activation curve with a large enough effect; inconclusive means small, poorly fitted or top-dose-only effect; further: % of control where 0% means no effect; nearly all actives have a fitted effect of over 60% in size
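Readout is the number of GFP-expressing murine LDR cells, counted by cytometry following washing. Cells were treated with compound for 30 h at 37 C; the stably integrated CMV-GFP locus is normally silent.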
LMNA splice mod – qHTS Assay for Modulators of Lamin A Splicing; actives 0.01% (n = 200,000); HeLa LMNA splicing GFP/RFP minigene ratio, 48 h; Potency, µM (doses to about 46.1 µM), for the others: at the top dose ratio change, negative = inhibition, most hits filed as inhibitors; active means well fitted inhibition curve with a large enough effect in the signal ratio, with a control signal flat, not every such curve was filed as active; inconclusive means small, poorly fitted or top-dose-only effect, or effect the other way, or a change in a side signal; the % refers to the signal ratio; further: on the % scale 0 is the no-effect control and ±100 the full control effect
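S3 HeLa stable clones carrying a lamin A-EGFP splicing minigene plus DsRed2 were seeded at 600 cells/well in Opti-MEM with 2% FBS, pin-dosed and incubated 48 h at 37°C. Acumen cytometry (488 nm) gave the GFP/RFP total-intensity ratio.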
Numbers without * were called inactive; ? = inconclusive; [ ] = dose if it differs, or a comment. Potency means the concentration at half of the fitted maximal effect. An excerpt; count on the stated rates, not on these rows.

SMILES	Epigenetic reg	LMNA splice mod
Cc1ccc(CNC(=O)CN2C(=O)C3(SCC(=O)N3c3cc(C)cc(C)c3)c3ccccc32)cc1 (stereo not given)	-1.3%	?
COc1ccc(-c2cc(C(=O)Nc3c(C(=O)c4ccc(C)c(F)c4)oc4ccccc34)no2)cc1	1.1%	?
COc1cc2nc(NC(=O)c3ccc(S(=O)(=O)N4CCOCC4)cc3)sc2cc1OC	-2.8%	?
Cc1cccc(NS(=O)(=O)c2nnc(NC(=O)c3cccc(C)c3)s2)c1	0.0%	22%[46 µM]
Cc1ccc(Cl)cc1NS(=O)(=O)c1cc2c3c(c1)CC(=O)N3CCC2	3.5%	-8%[46 µM]
O=C(Cn1c(=O)oc2cc(S(=O)(=O)NCc3ccccc3)ccc21)NCc1ccc(Cl)cc1	-0.2%	5%[46 µM]
CCCc1cnc2c(c1SCC(=O)N1CCC(C)CC1)c(=O)n(C)c(=O)n2C	2.7%	-5%[46 µM]
COc1ccc(-c2nnc(SCC(=O)Nc3cccc(C(F)(F)F)c3)nc2-c2ccc(OC)cc2)cc1	1.4%	?
CCc1ccc(Cn2c(CNS(=O)(=O)c3ccc([N+](=O)[O-])cc3)nc3cccnc32)cc1	2.8%	-7%[46 µM]
COc1cc(NC(=O)CN2CCN(CC(=O)Nc3ccc(F)cc3)CC2)cc(OC)c1	1.1%	-11%[46 µM]
CCC1CN(C(=O)NCc2ccccc2)c2cc(C)ccc2O1 (stereo not given)	0.0%	-18%[46 µM]
CC(C)c1ccc(NC(=O)CSc2ncnc3c2sc2ccccc23)cc1	-1.2%	?

Whole records as entered above. Screens in order: Epigenetic reg	LMNA splice mod
CCc1ccc(Cn2c(CNS(=O)(=O)c3ccc([N+](=O)[O-])cc3)nc3cccnc32)cc1 across the screens: 2.8%	-7%[46 µM]
O=C(Cn1c(=O)oc2cc(S(=O)(=O)NCc3ccccc3)ccc21)NCc1ccc(Cl)cc1 across the screens: -0.2%	5%[46 µM]

Returning to the listing, starting 7 compounds before the break.
SMILES	Epigenetic reg	LMNA splice mod
O=C(Cn1c(=O)oc2cc(S(=O)(=O)NCc3ccccc3)ccc21)NCc1ccc(Cl)cc1	-0.2%	5%[46 µM]
CCCc1cnc2c(c1SCC(=O)N1CCC(C)CC1)c(=O)n(C)c(=O)n2C	2.7%	-5%[46 µM]
COc1ccc(-c2nnc(SCC(=O)Nc3cccc(C(F)(F)F)c3)nc2-c2ccc(OC)cc2)cc1	1.4%	?
CCc1ccc(Cn2c(CNS(=O)(=O)c3ccc([N+](=O)[O-])cc3)nc3cccnc32)cc1	2.8%	-7%[46 µM]
COc1cc(NC(=O)CN2CCN(CC(=O)Nc3ccc(F)cc3)CC2)cc(OC)c1	1.1%	-11%[46 µM]
CCC1CN(C(=O)NCc2ccccc2)c2cc(C)ccc2O1 (stereo not given)	0.0%	-18%[46 µM]
CC(C)c1ccc(NC(=O)CSc2ncnc3c2sc2ccccc23)cc1	-1.2%	?
Cc1ccc(N2CC(NC(=O)c3cccs3)CC2=O)cc1 (stereo not given)	8.8%	8%[46 µM]
CCOC(=O)c1noc2ncnc(N3CCC(C)CC3)c12	0.8%	13%[46 µM]
O=C(Cn1cc(S(=O)(=O)Cc2ccccc2Cl)c2ccccc21)Nc1ccc(F)cc1F	2.5%	-5%[46 µM]
O=C(NCCC1=CCCCC1)C1CCN(C(=O)N2CCOc3ccccc32)CC1	0.0%	12%[46 µM]
COC(=O)c1ccc(NC(=O)c2nn(C)c3c2CS(=O)(=O)c2ccccc2-3)cc1	0.0%	-27%[46 µM]
CN(C)c1ccc(NC(=O)Cn2c(SCc3ccccc3F)nc3cccnc32)cc1	0.0%	?
Cc1ccc(NC(=O)C2CCN(c3nc4ccccc4[nH]3)CC2)cc1Cl	0.8%	?
CCOC(=O)c1[nH]c(C)c(CCC(=O)N2CCN(c3cccc(C)c3C)CC2)c1C	7.6%	?
Cc1ccc(NC(=O)CCn2c(=O)c3cccn3c3ccccc32)cc1Cl	0.0%	?
CC(=O)Nc1ccc(NC(=O)c2cc3c(=O)n(Cc4cccnc4)ccc3nc2C)cc1	0.8%	6%[46 µM]
Cc1ccc([N+](=O)[O-])c(Oc2ncnc3c2oc2ccccc23)c1	-1.3%	-6%[46 µM]
Cc1ccc(-c2ccc(=O)n(CCC(=O)NCCc3ccccc3)n2)cc1	-0.7%	?
COc1ccc(CNC(=O)COCc2cc(-c3ccc4c(c3)OCO4)on2)cc1	-1.2%	0%[46 µM]
O=C(CN1C(=O)C2(SCC(=O)N2c2ccc(F)c(F)c2)c2ccccc21)NCCc1ccccc1 (stereo not given)	-1.3%	2%[46 µM]
Cc1ccc(Cl)cc1N1CCN(C(=O)c2c(C)oc3ncnc(N4CCOCC4)c23)CC1	-0.4%	-6%[46 µM]
Cc1ccc(C)c(N2CCN(S(=O)(=O)c3ccc(-c4coc(C)n4)cc3)CC2)c1	0.8%	-1%[46 µM]
Cc1cccc(C(=O)Nc2cc3c(cc2C)n(C)c(=O)n3C)c1	1.1%	25%[46 µM]
COC(=O)c1cc2oc(C)cc2n1Cc1ccc(Cl)cc1	0.5%	?
CCCc1cnc2c(c1SCC(=O)Nc1ccc(C)c(Cl)c1)c(=O)n(C)c(=O)n2C	12%	-8%[46 µM]
CCCNC(=O)c1ccc2c(c1)N(Cc1cccc(C)c1)C(=O)c1ccccc1S2	2.7%	-8%[46 µM]
COc1ccccc1N1CCN(c2nc(-c3ccc(C)cc3)nc3ccccc23)CC1	2.0%	?
COc1cccc(CNS(=O)(=O)c2cc3c(cc2C)n(C)c(=O)c(=O)n3C)c1	-0.2%	3%[46 µM]
CCc1cccc(C)c1NC(=O)c1cc(S(=O)(=O)N(Cc2ccc(C(=O)OC)cc2)Cc2ccc(OC)c(OC)c2)ccc1F	-4.0%	?
COc1cccc(N2CC(NC(=O)/C=C\c3ccc(OC)c(OC)c3)CC2=O)c1 (stereo not given)	4.6%	3%[46 µM]
O=C(Cn1c(=O)nc(-c2ccccc2)c2ccccc21)NCCc1ccc(Cl)cc1	-0.5%	?
Cc1ccc(C)c(NC(=O)C(c2ccccc2)N2Cc3ccccc3C2=O)c1 (stereo not given)	-1.2%	?
CC(C)CCNC(=O)CCC(=O)N1Cc2ccccc2Oc2ncccc21	-1.3%	7%[46 µM]
Cc1ccc(CNC(=O)c2ccc(CSCc3ccccc3Cl)o2)cc1	5.1%	?
CCc1cccc(NC(=O)Cn2ncc3c([nH]c4ccc(C)cc43)c2=O)c1	0.8%	10%[46 µM]
COc1cccc(CNC(=O)c2oc3c(c2C)-c2nn(Cc4cccc(Cl)c4)cc2CC3)c1	?	?
COCCCNc1oc(-c2ccc(COc3ccccc3C)o2)nc1C#N	2.4%	?
Cc1cccc(NC(=O)CCNS(=O)(=O)c2ccc3c(c2)CCN3C(=O)C2CC2)c1	0.2%	-7%[46 µM]
Cc1ccc(CNCc2cccn2-c2nnc(N3CCCC3)s2)cc1	-0.4%	-10%[46 µM]
Cc1cc(OC(C)C(=O)Nc2cccc(-c3nc4ccccc4o3)c2)cc(C)c1Cl (stereo not given)	?	?
O=C(NCC(c1ccc2c(c1)OCO2)N1CCN(c2ccc(F)cc2)CC1)c1cccc([N+](=O)[O-])c1 (stereo not given)	1.4%	?
CC1CCc2onc(C(=O)N3CCN(c4cccc(Cl)c4)CC3)c2C1 (stereo not given)	0.8%	-22%[46 µM]
Cc1ccccc1Cn1c(CN2CCC(C(=O)NCCN(C)C)CC2)cc2ccccc21	-1.3%	?
COC(=O)c1ccc(C(=O)OC)c(NC(=O)c2cnn3c(C(F)F)cc(-c4ccccc4)nc23)c1	-2.2%	7%[46 µM]
Cc1ccc(NC(=O)CSc2nnc(-c3cc4occc4n3C)n2-c2ccccc2C)cc1F	-1.2%	-12%[46 µM]
CCOc1ccc(NC(=O)C(=O)NCCc2csc(-c3ccc(C(F)(F)F)cc3)n2)cc1	0.0%	?
Cc1ccc(CNC(=O)c2oc3c(c2C)-c2nn(Cc4ccc(Cl)cc4)cc2CC3)cc1	0.0%	1%[46 µM]
Cc1ccc(NC(=O)CSc2nc3ccccc3n2CC(=O)N(C)C2CCCCC2)cc1C	11%	7%[46 µM]
CCc1ccccc1NC(=O)Cn1c(=O)nc(-c2ccccc2)c2ccccc21	-1.4%	-9%[46 µM]
COc1cccc(N2C(=O)N(CC(=O)NCc3cccc(OC)c3OC)c3ccccc3S2(=O)=O)c1	11%	?
COc1ccc(CNC(=O)C2CCN(c3nc4ccccc4[nH]3)CC2)c(OC)c1	-2.2%	3%[46 µM]
COc1ccccc1C(=O)Nc1ccc2nc(SCC(=O)N(C)c3ccccc3)sc2c1	0.0%	-14%[46 µM]
CC(NC(=O)c1ccc(NC(=O)c2nsc3ccccc23)cc1)c1ccccc1 (stereo not given)	?	?
COc1cc(OC)c(NC(=O)C2=C(C)C(=O)OC23CCCCCC3)cc1Cl	-0.4%	15%[46 µM]
O=C(Nc1ccc(Cl)cc1)c1ccc2oc(=O)n(Cc3ccccc3)c2c1	-1.7%	-4%[46 µM]
CCOC(=O)c1cc(-c2ccc(F)cc2)n(CCC(=O)Nc2nc3cc(C)c(C)cc3s2)c1C	0.0%	?
CCCn1cc(S(=O)(=O)c2ccccc2)c(=O)c2cc(F)c(N3CCCCCC3)cc21	-1.2%	?
COc1cccc(NC(=O)CSc2cc(C)[nH]c(=O)n2)c1	3.7%	12%[46 µM]
Cc1ccc(-n2c(SCC(=O)N3CCCc4ccccc43)nc3c([nH]c4ccccc43)c2=O)cc1	0.1%	13%[46 µM]
COc1ccccc1CNC(=O)C1CCCN(c2nc3ccccc3n3cccc23)C1 (stereo not given)	2.5%	7%[46 µM]
COc1ccc(C(=O)NC2(C(F)(F)F)C(=O)NC(C)=C2C#N)cc1OC (stereo not given)	2.8%	9%[46 µM]
CCN(CC)C(=O)c1sc2c(c1C)c(=O)n(-c1ccc(C)c(C)c1)c(=O)n2Cc1cc(=O)n2c(C)cccc2n1	-1.3%	2%[46 µM]
COc1ccc(NS(=O)(=O)c2ccc3c(c2)CC(C)N3C(=O)C2CCC2)cc1OC (stereo not given)	-1.1%	-2%[46 µM]
CCCN(CCC)C(=O)CSc1nnc2cc(C)c3cc(C)cc(C)c3n12	-1.6%	5%[46 µM]
CC(=O)Nc1ccc(Nc2ncnc3c2c(-c2ccccc2)cn3-c2ccccc2)cc1	2.1%	?
CC(C)c1ccc(NC(=O)c2ccc(F)c(S(=O)(=O)N3CCc4ccccc43)c2)cc1	2.0%	-11%[46 µM]
Further results follow.
SMILES	Epigenetic reg	LMNA splice mod
CCOCCn1ccc2c(OCC(=O)Nc3cccc(F)c3)cccc2c1=O	-2.1%	6%[46 µM]
CCCCOc1cccc(C(=O)N(Cc2cccs2)c2ccc(OC)cc2)c1	-3.2%	?
CCCCNC(=O)c1ccc2c(c1)NC(=O)C(CS(=O)(=O)Cc1ccc(C)cc1)N2 (stereo not given)	-1.3%	3%[46 µM]
Cc1ccc(NC(=O)Cn2nnc(-c3ccccc3)n2)c(C)c1	0.8%	0%[46 µM]
CN(C)S(=O)(=O)c1ccc(C(=O)N(Cc2cccnc2)c2nc3c(F)cc(F)cc3s2)cc1	4.1%	-2%[46 µM]
Cc1ccc(CNC(=O)c2sc3ncnc(N(C)C4CCCCC4)c3c2C)cc1	0.8%	3%[46 µM]
COc1ccccc1N1CCN(C(=O)c2cnc(N3CCCCC3)c3ccccc23)CC1	0.8%	?
Cc1ccc(-c2nn(CC(=O)NC3CCCC3)c3c2cnc2ccccc23)cc1	5.9%	-7%[46 µM]
CSc1ccc(-c2nnc(NC(=O)c3ccc4c(c3)OCCO4)o2)cc1	-1.9%	?
O=C(Nc1cccc2cccnc12)c1ccc(F)cc1	-0.1%	6%[46 µM]
CSc1ncc(C(=O)NCc2ccc(C)cc2)c(C)n1	-1.2%	-9%[46 µM]
Cc1oc2ncnc(N3CCOCC3)c2c1C(=O)N1CCN(c2cccc(C(F)(F)F)c2)CC1	-1.3%	-18%[46 µM]
CCOc1ccc(N2CC(NC(=O)c3ccc(S(=O)(=O)N4CCCCC4)cc3)CC2=O)cc1 (stereo not given)	?	?
Cc1ccccc1CN1C(=O)c2ccccc2Sc2ccc(C(=O)NCc3cccs3)cc21	1.6%	-1%[46 µM]
CC(C)c1cnc2c(c1SCC(=O)c1ccccc1)c(=O)n(C)c(=O)n2C	-2.1%	?
CCCCN1C(=O)CN(C2CCCCCC2)C(=O)C1c1ccc(OCCC)c(OC)c1 (stereo not given)	2.0%	-11%[46 µM]
CCOc1ccccc1CNS(=O)(=O)c1ccc2[nH]c(=O)ccc2c1	0.0%	-2%[46 µM]
Cc1ccc(Cl)cc1N(C)C(=O)C1CCCN(c2ncnc3onc(-c4ccc(F)cc4)c23)C1 (stereo not given)	-0.4%	?
COCCCNC(=O)c1ccc(Cn2c(SCc3ccc(F)cc3)nc3cccnc32)cc1	-1.2%	-10%[46 µM]
